From PubChem
NPYLR7 ag: mosquito NPYLR7 agonism | HEK293T NPYLR7/Galpha15, GCaMP6s calcium fluorescence | activation, % at 10 µM | 270,000 compounds, 0.15% hits; in the data active means activation above about 40%;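 further: 0% = vehicle and 100% = reference agonist at the receptor; some compounds past the cut are filed as inactive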
hcGAS lum: blocks human cGAS activity; Q8N884; recombinant h-cGAS, ATP depletion, Kinase-Glo luminescence; inhibition, % at 12.5 µM; 290,000 compounds, 0.081% hits; AID 1259398;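 further: 0% = vehicle reaction and 100% = reaction without DNA for no activity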
Target sequence (Q8N884 whole entry, looked up): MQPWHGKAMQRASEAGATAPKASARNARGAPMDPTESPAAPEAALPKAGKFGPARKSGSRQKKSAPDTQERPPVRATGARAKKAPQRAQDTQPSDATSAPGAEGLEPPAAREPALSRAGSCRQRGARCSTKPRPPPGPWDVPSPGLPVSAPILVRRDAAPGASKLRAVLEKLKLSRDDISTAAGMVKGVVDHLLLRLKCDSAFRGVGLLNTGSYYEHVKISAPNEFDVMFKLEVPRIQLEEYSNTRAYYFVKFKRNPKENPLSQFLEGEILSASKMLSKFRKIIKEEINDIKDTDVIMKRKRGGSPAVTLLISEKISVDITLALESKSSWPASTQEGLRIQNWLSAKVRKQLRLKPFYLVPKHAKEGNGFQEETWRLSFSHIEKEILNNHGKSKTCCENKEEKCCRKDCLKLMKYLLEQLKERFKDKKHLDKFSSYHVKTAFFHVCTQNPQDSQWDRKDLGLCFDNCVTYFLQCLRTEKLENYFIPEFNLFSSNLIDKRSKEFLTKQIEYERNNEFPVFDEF
mcGAS inh: mouse cGAS inhibition by luminescence | Q8C6L5 | recombinant cGAS, Kinase-Glo ATP depletion luminescence | inhibition, % at 12.5 µM | 160,000 compounds, 0.15% hits | AID 1259399;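 further: 0% = negative control wells and 100% = reference inhibitor with no enzyme activity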
Starred values were filed as active, the others as inactive; . = no result given; & = joins results of further samples. Unless noted, no stated cut-off is given here; in the data, active means inhibition above about 40%; inactive means the rest.

entry	Molecule	NPYLR7 ag	hcGAS lum	mcGAS inh
1	Cc1c(C(=O)NCCCOC(C)C)c(C(F)(F)F)nn1C1CCCN(C)C1 (stereo unspecified)	9	-9	.
2	CN1C(=O)CC(C(=O)Nc2ccc(C(=O)O)cc2)SC1=Nc1ccc(F)cc1 (stereo unspecified)	0	-5	-6
3	O=P1(NN=Cc2ccccc2Cl)C=C(c2ccccc2)OC(c2ccccc2)=C1	-3	-4	.
4	Cc1ccc(-n2c(SCc3ccccc3)nnc2C(Cc2ccccc2)NC(=O)c2cccc(Br)c2)cc1 (stereo unspecified)	-12	0	0
5	O=C(Nc1cccc2c(=O)[nH][nH]c(=O)c12)C1Cc2ccccc2O1 (stereo unspecified)	0	6	.
6	Cn1cccc1CN(Cc1ccco1)S(=O)(=O)c1ccc(Cl)c([N+](=O)[O-])c1	6	-4	.
7	COCC(=O)NCCOc1ccc(-c2ccc(OC)cc2)nn1	-7	-9	-7
8	CC(C)NC(=O)c1ccc(C2CCCN2C(=O)/C=C/c2cnn(C)c2)s1 (stereo unspecified)	2	-5	-10
9	CCn1nc(CNC(=O)C2CC3(CCNCC3)CN2)c2ccccc21 (stereo unspecified)	4	-3	.
10	CCOc1ccccc1OCCCC(=O)N1CCCC(C(=O)NC)C1 (stereo unspecified)	11	-4	.
11	CN(C)C(=O)c1nn(-c2c(Cl)cc(Cl)cc2Cl)cc1O	7&1	-4&-8	.
12	C=CCN(C(C)C(=O)c1c(C)c(C(=O)OCC)n(C)c1C)S(=O)(=O)c1ccc(Br)cc1 (stereo unspecified)	19	-5	-4
13	CCOC(=O)C1(Cc2ccccc2Cl)CCN(C(=O)C2=C(C)OCCO2)CC1	1&5	-6&-3	-3
14	Cc1nc(C)c(CC(=O)N[C@H]2[C@H]3CCO[C@H]3[C@@H]2NS(C)(=O)=O)s1	.	-14	-6
15	COc1ccccc1-c1cc(C(=O)NCc2ccc(F)cc2)n2nc(-c3ccc(Cl)cc3)cc2n1	5	-16	-11
16	CN(C)c1ccc(C2C3=C(CC(C)(C)CC3=O)OC(=N)C2C#N)cc1 (stereo unspecified)	17	-11	-7
17	Cc1cc(CC(C)Nc2nccc(CCC(F)(F)F)n2)n[nH]1 (stereo unspecified)	7	-4	.
18	O=C(c1cccc([N+](=O)[O-])c1)N1CCc2ncn3nc(-c4ccco4)nc3c2C1	-1	-3	-3
19	O=S(=O)(c1ccc(Nc2ccc(F)cc2)nc1)N1CCCC1	8	3	-3
20	CCc1ccc(C(C)NC(=O)COC(=O)c2sccc2S(=O)(=O)N2CCC(CO)CC2)cc1 (stereo unspecified)	-1	2	.
21	Cc1nn(C)c(C)c1CN(Cc1cn(C)nc1-c1ccccc1F)C(C)C	4	-8	-10
22	CC1CC(N(C)Cc2nccn2C(F)F)C(=O)O1 (stereo unspecified)	-1	-17	.
23	CCNC(=O)N1CCN(c2nc(Cc3ccccc3)nc3c2c(C)nn3-c2ccc(F)cc2)CC1	6	-3	-6
24	CCCCOc1ccc(/C=C2N=C(/C=C/c3ccccc3)OC/2=O)cc1	-4	-6	-5
25	CCOC(=O)CC1C(C(=O)OCC)=[N+]([O-])OC1C(=O)OCC (stereo unspecified)	-3	-3	-2

(cont.)
entry	Molecule	NPYLR7 ag	hcGAS lum	mcGAS inh
26	O=C(c1ccccc1NCc1cccs1)N1C[C@H]2CC[C@H]1C2	7	-8	.
27	CCCc1nn(C)c(CCC)c1C(=O)N1CCN(CC)CC1	.	-7	-7
28	O=C(NCc1ccncc1)c1ccc(CSc2nnc(-c3ccncc3)n2-c2cccc(C(F)(F)F)c2)cc1	25	0	-4
29	COCCS(=O)(=O)NC(C)C12CC3CC(CC(C3)C1)C2 (stereo unspecified)	0	-4	-11
30	O=C(c1ccco1)C(C(c1cccc(Cl)c1)N1CCOCC1)N1CCOCC1 (stereo unspecified)	-3	-5	.
31	Cc1nc(=O)[nH]c(C)c1CCC(=O)N1CC[C@@](C)(O)[C@@H](Cc2ccccc2)C1	0	-6	.
32	CCN(CC)CCNC(=O)c1cc(-c2ccc(OC)c(OC)c2)nc2ccccc12	0	-7	-9
33	N#CC1CCN(C(=O)NCC(c2cccs2)c2c[nH]c3ccccc23)CC1 (stereo unspecified)	-5	-2	.
34	CCCCNS(=O)(=O)c1ccc2c(c1)[nH]c(=S)n2CCCC	-1	-1	.
35	CCCCc1ncc(CN2CCC(C(=O)Nc3ccc(Oc4ccccc4F)cc3)CC2)[nH]1	.	-7	-11
36	Cc1cc(OCC2CN(C(=O)C(C)NC(=O)OCc3ccccc3)CCO2)ccc1Cl (stereo unspecified)	4	5	.
37	Cc1ccc(CN(C)CC(=O)Nc2ccc(N3CCCC3=O)cc2)c(C)c1	-7	-3	-8
38	COc1cc(C=CC(=O)N2CCc3ccccc32)cc(OC)c1	-2	1	-3
39	CCN(CC)c1ccc(C(=O)OC2CC(C)OC2=O)c(O)c1 (stereo unspecified)	1	-9	.
40	O=C(Cc1cscn1)NC(C1CCNCC1)C1CC(O)C1 (stereo unspecified)	.	-13	-5
41	Cc1ccc(NC(=O)c2ccccc2Br)nc1	3	-15	.
42	Fc1ccc(Nc2ccc3ccccc3n2)cc1Cl	9&-7	-2&-4	-14
43	O=S(=O)(c1ccccc1F)N1CCN(Cc2cc(-c3ccccc3)no2)CC1	1	-5	.
44	Cc1ccc(C(=O)Nc2cc(C(=O)N3CCOCC3)cn(C)c2=O)cc1C	-17	5	4
45	Cc1cc(C)n(C(=O)CSc2nc(-c3ccccc3)cc(C(F)(F)F)c2C#N)n1	-10	0	-2
46	Cc1cc(C)c(C)c(S(=O)(=O)NC(C)(C)Cc2c[nH]c3ccccc23)c1C	-18	1	-1
47	COc1cc(OC)nc(C(NC(=O)C2CCN(Cc3ccc(Oc4ccccc4)cc3)CC2)c2ccc(Cl)cc2)n1 (stereo unspecified)	-12	4	8
48	CCc1nc2ccc(C(=O)N3CCCC(C(N)=O)C3)cn2c1N(C)Cc1cccs1 (stereo unspecified)	8	-4	-3
49	CC1CCN(c2nc3c(c(=O)[nH]c(=O)n3C)n2CCSc2nc3ccccc3o2)CC1	0	1	-1
50	C=CCc1ccccc1OCC(O)CN1CCC(C)CC1 (stereo unspecified)	5	-7	.

Of the compounds above, these contain a nitro group on carbon:
entry	Molecule	NPYLR7 ag	hcGAS lum	mcGAS inh
6	Cn1cccc1CN(Cc1ccco1)S(=O)(=O)c1ccc(Cl)c([N+](=O)[O-])c1	6	-4	.
18	O=C(c1cccc([N+](=O)[O-])c1)N1CCc2ncn3nc(-c4ccco4)nc3c2C1	-1	-3	-3

Remaining list, next part
entry	Molecule	NPYLR7 ag	hcGAS lum	mcGAS inh
51	N[C@@H](CS(=O)O)C(=O)O	8	-5	-2
52	O=C(CCc1cccnc1)N1CCOC(COCc2cccc(C(F)(F)F)c2)C1 (stereo unspecified)	24	-8	.
53	Cc1noc(C)c1S(=O)(=O)NCc1ccc2c(c1)OCO2	5	-10	.
54	NC(=O)c1cncc(NCc2ccccc2)n1	6	-7	.
55	COc1cccc(Nc2cc(N3CCC[C@H]3C(=O)N3CCOCC3)nc(N)n2)c1	-5	-2	-4
56	CN(Cc1ccc2nsnc2c1)C(=O)C1CCC(=O)N(CCc2ccccc2)C1 (stereo unspecified)	16	-9	-14
57	CCOc1ccc(N(CC(=O)NCCCOC)S(C)(=O)=O)cc1	-6	-11	-5
58	Clc1ccc2nsnc2c1NC1=NCCN1	1	1	.
59	Cc1ccc(C(=O)N2CCc3nc(-c4ccccc4)nc(N4CC(C)OC(C)C4)c3C2)cc1[N+](=O)[O-] (stereo unspecified)	-10	4	1
60	COc1cccc(C(=O)NCC2CCCN(CC#Cc3ccccc3)C2)c1OC (stereo unspecified)	16	-9	-13
61	CCC(Nc1cccc(OC)c1)C(=O)NCC1CCOCC1 (stereo unspecified)	-10	1	.
62	Fc1ccc(-c2csc(-c3cccnc3)n2)cc1	17	2	.
63	CCCCC1C=CCN1C(=O)c1cc(S(N)(=O)=O)ccc1F (stereo unspecified)	0	-4	.
64	CC(CO)CN(Cc1ccccc1)CC1CC1 (stereo unspecified)	-3	-2	-13
65	CS(=O)(=O)N1CCC(C(=O)NCCn2ncc3c(N4CCCC4)ncnc32)CC1	0	-11	-7
66	CCN1C(=O)NC(c2ccccc2C(F)(F)F)C2=C1CN(C(Cc1ccccc1)C(=O)NCCCN1CCOCC1)C2=O (stereo unspecified)	0	-6	-5
67	CN1C(C(=O)Nc2ccccn2)=C(O)c2sccc2S1(=O)=O	-14&-3	-1&-7	.
68	Cc1cc(N2C(=O)c3oc4ccc(F)cc4c(=O)c3C2c2cccc(OC(C)C)c2)no1 (stereo unspecified)	7	-5	.
69	Cc1nc2sc(C)c(C)n2c(=O)c1NC(=O)c1cccc(C(F)(F)F)c1	11	-9	.
70	Nc1cnc(-c2cc3ccccc3o2)cn1	3	-2	.
71	COCc1cccc(-c2ncc(OC)nc2NC(=O)c2ccc(OC)cc2)c1	5	-4	-4
72	Cc1ccc(NC(=O)Cc2csc(NC(=O)c3ccco3)n2)c(C)c1	5	0	-5
73	CCOCC(=O)Nc1ccc(-c2cn3nc(OC)ccc3n2)cc1	-5	-5	-10
74	Cc1ccccc1-n1cc(CNCc2c(C(=O)N3CCOCC3)nc3ccccn23)cn1	1	-9	.
75	COCCn1cc(C(=O)N2CCN(C(=O)CC(C)C)CC2)c2nn(-c3ccccc3)c(=O)c-2c1	-1	-10	-8

Going on with the list.
entry	Molecule	NPYLR7 ag	hcGAS lum	mcGAS inh
76	COc1ncnc2c1sc1nc(N3CCOCC3)c3c(c12)CCCC3	0	-13	.
77	CC(=O)c1cccc(S(=O)(=O)NC(c2ccc3c(c2)OCCCO3)C(C)C)c1 (stereo unspecified)	3	-2	-7
78	COc1ccc(/C=C2\C=C(c3ccccc3)N(c3ccc(Br)cc3)C2=O)cc1	-1	-6	-7
79	COc1ccc(-c2ccccc2NC(=O)C2CCCN(Cc3cccc4c3OCO4)C2)cc1 (stereo unspecified)	15&3	4&-7	-10
80	C#CCNC(=O)CC[C@H]1CNC(=O)[C@@H]2[C@@H](CCN2CC(C)(C)C)N1C	-5	-6	-6
81	O=C(CN1CCN(C(=O)c2sc3ncccc3c2-n2cccc2)CC1)N1CCCC1	-4	-3	-3
82	Cc1cccc(C)c1-n1nnnc1SCC(=O)N1CCC(C)CC1	3	-9	-8
83	Cc1nc2c(c(N3CCC(C(O)CCc4ccccc4)CC3)n1)CNC2 (stereo unspecified)	15	-3	.
84	CC(=CC(=O)C(F)(F)F)NNC(=O)CCN1CC(C)OC(C)C1 (stereo unspecified)	-2	-10	-9
85	CCN(CC)C(=O)CNC(=O)c1cc2ccccc2cc1O	12	-5	-13
86	COc1ccc(CN(C2CC2)S(=O)(=O)c2c(Cl)cccc2Cl)cc1	-4	0	-4
87	Cc1sc2nc(CCN)nc(N3CC=CCC3)c2c1C	-2	-6	.
88	CCCn1ncc(C(=O)N2CCC3(CCC(CNC(C)=O)O3)CC2)c1C (stereo unspecified)	.	-15	-7
89	CN1C(=O)C(CC(=O)N2CCCCC2)=C2CCCCC21 (stereo unspecified)	.	-5	-1
90	COc1cccc(NC(=O)Nc2cccc(-n3nc(OC)nc3-c3cccc(OC)c3)c2)c1	17	-6	-8
91	Cc1ccc(NC(=O)CSc2nccn3nc(-c4ccccc4)cc23)cc1F	-5	-5	-8
92	CCOC(=O)N1CCN(C(c2ccc(C)cc2)c2c(O)cc(C)n(Cc3ccccn3)c2=O)CC1 (stereo unspecified)	10	-5	.
93	CN(Cc1cccnc1)C(=O)CC(c1ccccc1)c1ccc(Cl)cc1 (stereo unspecified)	3	-4	.
94	CC1(C)CC(N=C(c2ccccc2)c2ccc(O)cc2O)CC(C)(C)N1	-14	-4	-7
95	COCCN(Cc1cc(NC(=O)c2cccs2)ccc1N(C)C)C(=O)Cc1cccs1	-3	-4	-5
96	COC(=O)CCC(=O)N(Cc1ccc(C)cc1)Cc1nc2cc(C)ccc2o1	-2	-7	-5
97	C=CCn1c(C)cc(C(=O)Cn2cc([N+](=O)[O-])ccc2=O)c1C	-2	-6	.
98	O=C1CC(c2ccccc2)CN1Cc1nc(C2CC2)n[nH]1 (stereo unspecified)	10	-12	.
99	C=CCCC(O)CN(Cc1ccc(F)cc1)Cc1c(C)nn(-c2ccccc2)c1Oc1ccccc1OC (stereo unspecified)	3	-3	-5
100	O=C(c1ccc(F)cc1)N1CCC(n2nc(-c3ccccc3)cc2-c2ccccc2)CC1	3	-5	-6

Among those listed so far, 6 contain an aryl thioether with sulfur outside any ring:
entry	Molecule	NPYLR7 ag	hcGAS lum	mcGAS inh
4	Cc1ccc(-n2c(SCc3ccccc3)nnc2C(Cc2ccccc2)NC(=O)c2cccc(Br)c2)cc1 (stereo unspecified)	-12	0	0
28	O=C(NCc1ccncc1)c1ccc(CSc2nnc(-c3ccncc3)n2-c2cccc(C(F)(F)F)c2)cc1	25	0	-4
45	Cc1cc(C)n(C(=O)CSc2nc(-c3ccccc3)cc(C(F)(F)F)c2C#N)n1	-10	0	-2
49	CC1CCN(c2nc3c(c(=O)[nH]c(=O)n3C)n2CCSc2nc3ccccc3o2)CC1	0	1	-1
82	Cc1cccc(C)c1-n1nnnc1SCC(=O)N1CCC(C)CC1	3	-9	-8
91	Cc1ccc(NC(=O)CSc2nccn3nc(-c4ccccc4)cc23)cc1F	-5	-5	-8

(listing goes on)
entry	Molecule	NPYLR7 ag	hcGAS lum	mcGAS inh
101	CNC(=O)CN(C(=O)C1CC=CCC1)c1cccc(F)c1 (stereo unspecified)	-8	-8	-13
102	COc1ccc(-c2cccc(-n3cncc3C(=O)NC3CCC[C@H]3OCc3ccccc3)c2)cc1OC (stereo partly specified)	-3	5	0
103	Cc1cc(C(N)=O)c(NC(=O)Cn2cc(-c3ccccc3)nn2)s1	2	-6	-14
104	CCOCCOC(=O)c1[nH]c(C)c(C(C)=O)c1C	0	-3	.
105	COc1ccc(OCC(=O)NNC(=O)c2ccccc2C)cc1	-3	-9	.
106	CCCCCN(CC(=O)Nc1cc(C(C)(C)C)nn1-c1ccc(C)cc1C)C(=O)Nc1ccc(Cl)cc1	-1	-3	-4
